Kir21 block – blocks the mouse Kir2.1 inward-rectifier potassium channel; P35561; HEK293-Kir2.1, FluxOR thallium flux fluorescence; active compounds read low; B-score at 10 µM; actives 0.85% (n = 310,000); AID 1672;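 active = fluorescence ratio B-score at or below minus 3 SD of library scores, with starting-brightness B-score within 2 SD, cut at about -4.2 in these data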;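 note: channel flux triggered by added potassium and thallium sulfate stimulus; B-score of peak minus minimum fluorescence over baseline after thallium stimulus; more negative B-score means stronger Kir2.1 block with less thallium influx; some compounds called inactive have numbers as strong as hits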
KCNQ2 block – KCNQ2 channel blockers in CHO-K1 cells – cell-based, FluxOR thallium flux, B-score, primary screen (AID 2156). B-score at 10 µM. O88943. 20 min; active compounds read low. actives 1.1% (n = 310,000);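 active = fluorescence ratio B-score at most minus 3 library SDs, with starting brightness B-score within 2 library SDs, cut at about -5.5 in these data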
Target sequence (O88943 whole entry, looked up): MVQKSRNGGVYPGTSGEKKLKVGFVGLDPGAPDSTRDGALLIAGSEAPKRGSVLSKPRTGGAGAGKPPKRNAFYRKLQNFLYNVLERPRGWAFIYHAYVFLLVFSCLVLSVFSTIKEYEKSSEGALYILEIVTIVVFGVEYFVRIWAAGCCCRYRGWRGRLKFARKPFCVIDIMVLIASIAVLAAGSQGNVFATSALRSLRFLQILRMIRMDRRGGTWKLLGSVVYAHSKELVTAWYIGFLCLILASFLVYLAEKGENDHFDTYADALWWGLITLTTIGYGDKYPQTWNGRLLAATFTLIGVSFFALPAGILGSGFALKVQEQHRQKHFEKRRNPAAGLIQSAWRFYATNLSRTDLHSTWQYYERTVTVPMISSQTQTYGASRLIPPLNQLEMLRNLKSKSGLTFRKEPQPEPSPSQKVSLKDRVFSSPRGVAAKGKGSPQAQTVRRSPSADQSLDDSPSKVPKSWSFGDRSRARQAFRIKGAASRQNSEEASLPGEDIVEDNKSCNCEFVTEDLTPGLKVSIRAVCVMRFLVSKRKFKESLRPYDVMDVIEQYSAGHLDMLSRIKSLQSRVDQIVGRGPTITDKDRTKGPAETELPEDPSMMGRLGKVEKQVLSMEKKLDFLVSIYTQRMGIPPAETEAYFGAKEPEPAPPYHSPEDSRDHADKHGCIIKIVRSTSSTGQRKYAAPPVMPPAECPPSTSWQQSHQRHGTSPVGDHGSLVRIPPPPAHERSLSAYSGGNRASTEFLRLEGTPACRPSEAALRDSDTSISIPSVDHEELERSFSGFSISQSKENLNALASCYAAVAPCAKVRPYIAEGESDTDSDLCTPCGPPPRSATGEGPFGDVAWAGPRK
* = called active by the depositor; i = inactive.

SMILES | Kir21 block | KCNQ2 block
CCOC(=O)c1cnc2c(cnn2C)c1Cl | -0.88 | i
CSc1ncccc1C(=O)OCC(=O)Nc1ccc2c(c1)OCO2 | -0.95 | i
COc1ccc2c(c1OC)C(=O)OC2c1c(O)nc(SC)n(-c2ccccc2)c1=O (stereo unspecified) | -1.4 | i
Cc1ccc(O)c(C(=O)c2cc(C#N)c(=O)n(CC3CCCO3)c2)c1 (stereo unspecified) | -1.2 | i
CC1=C(C(N)=O)C(c2ccccn2)n2nc(SCc3ccccc3)nc2N1 (stereo unspecified) | 0.84 | i
CN(C)CCCNc1ccc(S(N)(=O)=O)cc1[N+](=O)[O-] | 0.35 | i
Cc1[nH]c2ccccc2c1/C=N/Nc1nc(Nc2ccccc2)nc(N2CCOCC2)n1 | 0.14 | i
Nc1ncnc2c1ncn2CCOc1ccccc1 | -0.9 | i
Cc1cccc(C(=O)NCc2ccco2)c1 | 3.4 | i
O=C(NCCc1ccccc1)C1CCN(c2ncccn2)CC1 | -3 | i
O=[N+]([O-])c1ccccc1CCc1cnc(Cl)s1 | -0.05 | i
CC(=O)c1ccc(NC(=O)CNC2CCCCC2)cc1 | 1.9 | i
CC(C)c1onc(C(=O)N2CCCCC2)c1[N+](=O)[O-] | 0.19 | i
COc1ccc(NC(=O)CN(C)C(=O)C(C)Oc2ccc(Br)cc2)cc1 (stereo unspecified) | 0.39 | i
CC(=O)c1cccc(NC(=O)C(C)OC(=O)CCCN=C2NS(=O)(=O)c3ccccc32)c1 (stereo unspecified) | 0 | i
COc1ccc(Cl)cc1C(=O)NNC(=O)c1cccnc1 | -0.19 | i
CC1Cc2ccccc2N1C(=O)CSC1=NCCS1 (stereo unspecified) | -0.33 | i
COC(=O)c1ccccc1NC(=S)N(Cc1ccc2c(c1)OCO2)Cc1cc2cc(OC)ccc2[nH]c1=O | -1 | i
Cc1cc(C)c2nc3sc(C(=O)N4CCOCC4)c(N)c3cc2c1 | -1.4 | i
CCOC(=O)N1CCN(C(=O)CSC2=NS(=O)(=O)c3ccccc3N2)CC1 | -0.67 | i
CCOc1nc(Nc2ccc([N+](=O)[O-])cc2)nc(NC(C)(C)C)n1 | 0.29 | i
CC(C)c1ccc(NC2(C#N)C(=O)Nc3ccccc32)cc1 (stereo unspecified) | 0.87 | i
COc1ccccc1S(=O)(=O)Cc1ccc(C(=O)NC2CCCCCC2)o1 | 0.07 | i
CCN(CC(=O)NCc1ccc(Cl)cc1)C(=O)Cc1ccccc1[N+](=O)[O-] | -0.57 | i
O=c1ccc(N=Nc2ccccc2)ccc1O | -0.04 | i

Carrying on:
SMILES | Kir21 block | KCNQ2 block
N#CCC(=O)Nc1ccc(C(=O)OCC(=O)N=c2sccn2Cc2ccccc2Cl)cc1 | 2.8 | i
CCCc1cc(=O)[nH]c(SCC(=O)N(CC(C)C)C2CCS(=O)(=O)C2)n1 (stereo unspecified) | 0 | i
O=C(CSc1nc(=O)n(CCCN2CCOCC2)c2c1CCC2)Nc1ccc(F)cc1 | -0.03 | i
CCN(CC)S(=O)(=O)c1ccc(C)c(NC(=S)NNC(=O)C2CC2)c1 | -0.01 | i
COc1ccc(C(=O)c2cccc(C(=O)c3ccc(OC)c(C)c3)c2)cc1C | -0.08 | i
NS(=O)(=O)c1cccc(NC(=O)CN2CCCc3ccccc32)c1 | 0.09 | i
O=C1N=C(N2CCc3ccccc3C2)S/C1=C\c1ccc(O)cc1 | 0.19 | i
CC(C)(C)CN1CCC(n2nccc2NC(=O)c2ccccc2Cl)CC1 | 0.01 | i
C/C(=N/Nc1ccccc1C(=O)O)c1cccs1 | -0.12 | i
Cc1noc(C)c1COc1ccc(C(=O)OCC(=O)N2CC(=O)Nc3ccccc32)cc1 | -1 | i
CN1CCc2c(C#N)c(N3CCCCC3)nc(N3CCOCC3)c2C1 | 1.6 | i
Cc1cc(-c2nnnn2-c2ccc(C(F)(F)F)cc2)no1 | -0.82 | i
CCCCNS(=O)(=O)c1ccc2nc(-c3cccnc3)cc(C(=O)NCCOC)c2c1 | -1.2 | i
CN=C1c2cc3c(Br)c(OC)ccc3n2CCN1C | 1.1 | i
CCN1CCCC1CNC(=O)Cn1nc(C)n2c(cc3cc(F)ccc32)c1=O (stereo unspecified) | 0.02 | i
CC(C)Cn1c(-c2csc(C(C)C)c2)n[nH]c1=S | 0.7 | i
C=CCn1c(COc2ccccc2)nnc1SC(C)C(=O)N/N=C/c1cc(Cl)ccc1O (stereo unspecified) | 0.05 | -7.6*
CCc1ccccc1NC1c2ccccc2C(=O)N1Cc1ccco1 (stereo unspecified) | -0.82 | i
CCCn1c(SCC(=O)Nc2ccc(NC(=O)CC)cc2)nc2c1c(=O)n(C)c(=O)n2C | 1.8 | i
O=C(Nc1cccc(Cl)c1)C1C2C=CC3(O2)C1C(=O)N(CCCN1CCCCC1)C3C(=O)NC1CCCCC1 (stereo unspecified) | 0.42 | i
CN1CCN(S(=O)(=O)c2cccc(S(=O)(=O)c3ccc(Cl)c(Cl)c3)c2)CC1 | 0.01 | i
O=C(c1ccco1)N1CCN(S(=O)(=O)c2ccc(Cl)cc2)CC1 | -0.44 | i
O=C(CNS(=O)(=O)c1ccc(Br)cc1)Nc1ccc2c(c1)OCCO2 | -0.06 | i
CN=c1sc(C(=O)Nc2cccc(Cl)c2)cc(=O)n1C | 0.04 | i
CCOC(=O)C(=O)NN=C(c1ccccc1)c1ccccc1 | 1.2 | i

In another format: 2 of the compounds above.
Under each structure – Kir21 block	KCNQ2 block
- CCOc1nc(Nc2ccc([N+](=O)[O-])cc2)nc(NC(C)(C)C)n1
  0.29	i
- COc1ccc(NC(=O)CN(C)C(=O)C(C)Oc2ccc(Br)cc2)cc1 (stereo unspecified)
  0.39	i

Whole records from above. Values in the order: Kir21 block	KCNQ2 block
NS(=O)(=O)c1cccc(NC(=O)CN2CCCc3ccccc32)c1 is listed with 0.09	i
CN=c1sc(C(=O)Nc2cccc(Cl)c2)cc(=O)n1C is listed with 0.04	i
COc1ccc(C(=O)c2cccc(C(=O)c3ccc(OC)c(C)c3)c2)cc1C is listed with -0.08	i
CCc1ccccc1NC1c2ccccc2C(=O)N1Cc1ccco1 (stereo unspecified) is listed with -0.82	i
CCCn1c(SCC(=O)Nc2ccc(NC(=O)CC)cc2)nc2c1c(=O)n(C)c(=O)n2C is listed with 1.8	i

The listing continues:
SMILES | Kir21 block | KCNQ2 block
CC1CC(C)CN(c2nc(N(C)c3ccccc3)nc(N)c2[N+](=O)[O-])C1 (stereo unspecified) | -0.08 | i
CN(C)N1C(N)=C(C#N)C(c2ccc(Br)cc2)C2=C1CC(C)(C)CC2=O (stereo unspecified) | 3.8 | i
Cc1ccc(C(CC(=O)N2CCOCC2)c2ccco2)cc1 (stereo unspecified) | -1.9 | i
CC(=O)c1ccc(N2CCN(C(=O)C3CCCN(c4ncnc5c4nc4n5CCCCC4)C3)CC2)cc1 (stereo unspecified) | -0.5 | i
CCOc1ccc(NC(=O)CN(C)S(=O)(=O)c2cccs2)cc1 | -3 | i
CC(=O)n1nc(-c2ccc(C)cc2)nc1NCc1ccc(F)cc1 | 0.62 | i
N#CC1(c2ccccc2)CCC(NCCc2ccccc2)CC1 (stereo unspecified) | -0.32 | i
COc1ccc(N2CC(C(=O)OCC(=O)c3cccc(OC)c3)CC2=O)cc1 (stereo unspecified) | -0.76 | i
Cc1cccc(N2CCN(C(=O)c3ccc(CS(=O)Cc4ccc(Cl)cc4)o3)CC2)c1C (stereo unspecified) | 0.17 | i
CSc1sc(C(=O)NCC2CC2)cc1S(=O)(=O)C(C)C | -0.87 | i
CSc1nsc(NC(=O)OCc2ccc(Cl)cc2)n1 | -0.33 | i
COC(=O)c1sccc1NC(=O)CN(C)NS(=O)(=O)c1ccc(F)cc1 | 0.59 | i
COc1ccc(CCC(=O)NCc2ccccc2OC)cc1 | 1.5 | i
Cc1ccc(C)c(NC(=O)C2C3C=CC(O3)C2C(=O)O)c1 (stereo unspecified) | -0.6 | i
NC(=O)c1cc(C(N)=O)nc(Cl)n1 | 1.7 | i
O=C1N/C(=N/N=C/c2ccco2)SC1Cc1ccccc1 (stereo unspecified) | 0.88 | i
O=C(CSc1ccc2ccccc2c1)N1CCN(c2ccc(O)cc2)CC1 | -4.2* | i
Oc1c(Br)cc(Cl)cc1C=Nc1ccc(N2CCOCC2)cc1 | -0.47 | i
COc1cc(C2CC(=O)N3CN(Cc4ccccc4)CSC3=C2C#N)ccc1OCc1ccccc1 (stereo unspecified) | 1.1 | i
CC(C)CC1NC(=O)N(CC(=O)Nc2ccccc2-c2ccccc2)C1=O (stereo unspecified) | -1.5 | i
NC1=NC(=Nc2ccc(Br)cc2)c2ccccc21 | 2.5 | i
COc1cccc(CN2CCNC(=O)C2CC(=O)NCCCn2ccnc2)c1 (stereo unspecified) | -0.8 | i
CN1C2CCC1CC(NC(=O)CSc1ccc(Cl)cc1)C2 (stereo unspecified) | 0.56 | i
Cc1ccc(CN(CC(=O)N/N=C/c2ccco2)S(=O)(=O)c2ccc(C)cc2)cc1 | 0.78 | i
CCN(CC)S(=O)(=O)c1ccc(NC(=O)c2cnccn2)cc1 | 1.2 | i

(list continues)
SMILES | Kir21 block | KCNQ2 block
Cc1ccccc1NC(=S)N(CCN(C)C)C(C)c1cccnc1 (stereo unspecified) | 1.6 | i
O=C(/C=C/NCC(=O)c1ccccc1)c1ccc(Br)cc1 | -1.7 | i
O=C(NNC(=O)c1cccc(S(=O)(=O)N2CCN(c3ccccc3)CC2)c1)c1ccc(Cl)cc1 | -4.2 | i
O=C(CSc1nnnn1-c1cccc2ccccc12)NC(C(=O)O)(c1ccccc1)c1ccccc1 | 0.97 | i
CN(CCc1ccccn1)S(=O)(=O)c1ccc(F)cc1 | 0.01 | i
Cn1c(SCC(=O)Nc2ccc3nc(SCC(=O)N4CCCC4)sc3c2)nnc1-c1ccccc1 | 0.49 | i
COc1ccc2nc(C)cc(N3CC(C)OC(C)C3)c2c1 (stereo unspecified) | -3.2 | i
COc1ccc([C@H]2[C@H](C(C)=O)N3N=Cc4ccccc4C3C23C(=O)OC(C)(C)OC3=O)cc1 (stereo partly specified) | 0.8 | i
COc1cccc(C2CC(c3cccs3)=NN2C(=O)c2ccco2)c1O (stereo unspecified) | 1.3 | i
COc1ccc(CN2CCc3ccccc3C2)c(OC)c1 | 0.26 | i
COc1cccc(-c2noc(CCC(=O)NCCc3ccccc3)n2)c1 | 1.1 | i
CC(c1ccc(O)cc1)(c1ccc(O)cc1)c1ccc(CCBr)cc1 | -0.4 | i
O=C(NCCc1ccccc1)C1CCC(CNS(=O)(=O)c2ccc(F)cc2)CC1 (stereo unspecified) | -0.25 | i
O=C(NC(C(=O)c1ccccc1)N1CCOCC1)c1cccs1 (stereo unspecified) | 2.7 | i
O=C(O)C(S)C(S)C(=O)O (stereo unspecified) | -0.78 | i
COc1ccc(OC)c(C2=Nn3c(nnc3C3CCCCC3)SC2)c1 | -0.01 | i
CCOC(=O)CSc1nc2cc(OCC)ccc2cc1C#N | -0.75 | i
O=C(CN1CCc2ccccc2C1)Nc1ccc(Br)cc1 | -0.64 | i
O=C(NC1CCC(CC2CCC(NC(=O)C(Cl)Cl)CC2)CC1)C(Cl)Cl (stereo unspecified) | 0.95 | i
Nc1nnc(CC(=O)N/N=C/c2ccc(-c3ccc(Cl)cc3Cl)o2)s1 | 1.3 | i
COc1ccccc1C(=O)C(O)c1ccccc1OC (stereo unspecified) | -0.32 | i
COc1cccc(CNS(=O)(=O)c2c(C(=O)N3CCCCC3)c(C)n(C)c2C)c1 | 0.51 | i
Cc1ccc(N(C(=O)Nc2ccccc2)C2=NCC(C)S2)cc1 (stereo unspecified) | -1.9 | i
C#CCNC(=O)C1=C[C@H](C2CC2)C[C@H](OCCCCO)O1 | 1.8 | i
O=c1cc(C(F)(F)F)nc(SCc2cccnc2)[nH]1 | 0.13 | i

Given with values under each structure: part of the list above.
Results follow in this order: Kir21 block | KCNQ2 block
CC(c1ccc(O)cc1)(c1ccc(O)cc1)c1ccc(CCBr)cc1
    -0.4 | i
O=C(NCCc1ccccc1)C1CCC(CNS(=O)(=O)c2ccc(F)cc2)CC1 (stereo unspecified)
    -0.25 | i
O=C(NC(C(=O)c1ccccc1)N1CCOCC1)c1cccs1 (stereo unspecified)
    2.7 | i
O=C(O)C(S)C(S)C(=O)O (stereo unspecified)
    -0.78 | i

The main list resumes with the two entries that preceded the break.
SMILES | Kir21 block | KCNQ2 block
C#CCNC(=O)C1=C[C@H](C2CC2)C[C@H](OCCCCO)O1 | 1.8 | i
O=c1cc(C(F)(F)F)nc(SCc2cccnc2)[nH]1 | 0.13 | i
Cc1ccccc1COc1ccc(-c2nnn(CC(=O)O)n2)cc1 | 0.18 | i
CN(C(=O)c1ccc(NC(=O)c2ccco2)cc1)c1ccccc1 | 1.4 | i
O=C(NCCc1ccc(Cl)cc1)C1CCCN(c2ncnc3c2nc2n3CCCCC2)C1 (stereo unspecified) | -0.13 | i
CC(=O)NNC(=O)c1[nH]c2ccc(Cl)cc2c1-c1ccccc1 | 0.74 | i
NS(=O)(=O)c1cc2c(cc1Cl)NC(c1ccccc1OCC(=O)O)NS2(=O)=O (stereo unspecified) | 0.58 | i
COc1ccccc1CNC(=O)c1ccc(NS(=O)(=O)c2cccs2)cc1 | 0.97 | i
COc1ccc(N2CCCn3c2nc2c3c(=O)n(Cc3ccc(C)cc3)c(=O)n2C)c(OC)c1 | 2 | i
Cc1ccnc(NC(=O)c2ccc(C(=O)c3ccccc3)cc2)c1 | 0.75 | i
CC1CC(C)(C)N(C(=O)CN2CCN(C)CC2)c2ccccc21 (stereo unspecified) | 0.02 | i
Fc1cccc(NC(=S)NCCN2CCOCC2)c1 | 0.13 | i
O=C(COC(=O)CCCSc1nc2ccccc2[nH]1)NC(=O)NC1CCCC1 | -0.05 | i
Cc1ccccc1C(=O)Nc1ccc(N2CCCC2)cc1 | 0.03 | i
CC(=O)c1cc2c(cc1N/C(=N/S(=O)(=O)c1ccc(Br)cc1)c1ccccc1)OCO2 | -1.2 | i

Screening results (PubChem)
